# Assay outcomes as filed in PubChem.
# 3CLpro inhibitor – SARS-CoV 3CLpro protease inhibitors, primary screen, biochemical, quenched FRET. Replicase polyprotein 1ab (Severe acute respiratory syndrome coronavirus), P0C6X7. recombinant SARS-CoV 3CLpro, quenched FRET peptide cleavage. inhibition, % at 6 µM. 290,000 tested, 0.14% active; in the data active = inhibition above about 12%
# BioA inh – M. tuberculosis BioA enzyme inhibitors, primary screen, biochemical, plate reader, single point, HTS; purified M. tuberculosis BioA enzyme; 360,000 tested, 0.096% active; AID 602481, 2012; inhibition, % at 9.99 µM; in the data active = inhibition above about 40%
# SSB-PriA inh – inhibitors of Klebsiella pneumoniae PriA binding to SSB C-terminal tail, primary screen, biochemical, AlphaScreen; AlphaScreen SSBct-PriA binding, biotinylated peptide; inhibition, % at 33 µM; 430,000 tested, 0.6% active; AID 1272365, 2023; in the data active = inhibition mostly above about 37%, no sharp cut-off; inactive = mostly below about 20%;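 note: plate controls were negative control peptide for no effect and reference peptide for full effect; strong numbers were not always called active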
# GDH-TPI counter – GDH-TPI coupling enzyme inhibitors, primary screen, artefact control for M. tuberculosis FBA inhibitor project, biochemical, absorbance, full deck; GDH-TPI coupled enzyme counterscreen, NADH absorbance; inhibition, % at 4.8 µM; 360,000 tested, 1.2% active; AID 588335, 2011; in the data active = inhibition above about 30%;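 note: 0% = DMSO wells and 100% = wells lacking the enzyme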
# VHR inh abs – VHR1 phosphatase inhibitors, primary screen, biochemical, absorbance, uHTS | 290,000 tested, 0.52% active | inhibition, % at 13.3 µM | recombinant VHR phosphatase, pNPP absorbance | Dual specificity protein phosphatase 3 (Homo sapiens), P51452 | AID 1654, 2009; in the data active = inhibition above about 50%; note: some compounds called inactive have numbers as strong as hits
# Target sequence (P51452 whole entry, looked up): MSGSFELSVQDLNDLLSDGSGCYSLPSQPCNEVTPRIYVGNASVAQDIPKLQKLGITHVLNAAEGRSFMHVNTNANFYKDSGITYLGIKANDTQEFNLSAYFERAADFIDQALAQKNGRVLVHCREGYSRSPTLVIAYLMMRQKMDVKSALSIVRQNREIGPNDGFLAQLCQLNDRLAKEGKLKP
# Mtb FBA inh – Mtb FBA enzyme inhibitors, primary screen, biochemical, fluorescence, strain H37Rv; Fructose-bisphosphate aldolase (Mycobacterium tuberculosis (strain ATCC 25618 / H37Rv)), …; 360,000 tested, 2.3% active; purified M. tuberculosis FBA, fluorescence read-out; inhibition, % at 1 µM; AID 588726, 2011; in the data active = inhibition above about 27%;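 note: 0% = vehicle and 100% = reference inhibitor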
# Target sequence (P9WQA3 whole entry, looked up): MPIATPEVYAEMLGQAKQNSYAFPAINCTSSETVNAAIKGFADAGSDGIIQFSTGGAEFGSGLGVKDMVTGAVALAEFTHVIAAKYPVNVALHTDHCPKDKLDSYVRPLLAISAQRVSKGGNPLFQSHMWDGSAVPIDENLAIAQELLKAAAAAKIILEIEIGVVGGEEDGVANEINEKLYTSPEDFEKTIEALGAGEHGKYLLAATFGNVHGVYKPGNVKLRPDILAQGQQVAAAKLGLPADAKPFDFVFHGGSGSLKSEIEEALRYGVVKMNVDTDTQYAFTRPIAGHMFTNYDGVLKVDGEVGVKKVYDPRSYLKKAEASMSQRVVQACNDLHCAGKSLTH
# MazF activator – activators of E. coli MazEF toxin-antitoxin RNase, primary screen, biochemical, fluorescence, uHTS; activation, % at 20 µM; 350,000 tested, 0.32% active; AID 504720, 2011; FAM/BHQ RNA-DNA oligo cleavage fluorescence, 5 h; in the data active = activation above about 50%
# Target sequence (P0AE70 whole entry, looked up): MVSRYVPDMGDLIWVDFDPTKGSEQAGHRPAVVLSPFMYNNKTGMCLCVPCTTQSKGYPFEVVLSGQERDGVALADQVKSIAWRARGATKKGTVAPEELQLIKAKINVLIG
# UGM FP inh – M. tuberculosis UGM enzyme inhibitors, primary screen, biochemical, fluorescence polarization, single point. purified UGM, fluorescence polarization probe displacement. inhibition, % at 10 µM. 320,000 tested, 0.06% active; in the data active = inhibition above about 10%, passing the limit was not always enough
# Target sequence (P9WIQ1 whole entry, looked up): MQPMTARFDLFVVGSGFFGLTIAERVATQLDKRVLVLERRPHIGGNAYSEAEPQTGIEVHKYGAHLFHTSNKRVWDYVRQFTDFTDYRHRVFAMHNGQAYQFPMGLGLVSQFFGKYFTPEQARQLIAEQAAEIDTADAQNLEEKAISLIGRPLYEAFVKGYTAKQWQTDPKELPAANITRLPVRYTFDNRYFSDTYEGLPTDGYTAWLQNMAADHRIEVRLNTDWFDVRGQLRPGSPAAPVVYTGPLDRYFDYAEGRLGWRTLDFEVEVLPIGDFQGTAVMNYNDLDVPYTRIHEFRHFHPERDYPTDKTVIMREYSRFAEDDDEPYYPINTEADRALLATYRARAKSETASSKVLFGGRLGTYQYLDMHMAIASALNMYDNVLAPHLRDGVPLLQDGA
# Vc quorum ag – inducers of Vibrio cholerae quorum light production without autoinducers, primary screen, BH1578 luxS cqsA deficient, single point. V. cholerae BH1578 lux reporter, luminescence, 6 h. activation, % at 18.7 µM. 350,000 tested, 0.16% active. AID 588436, 2011; in the data active = activation mostly above about 9.7%, no sharp cut-off; note: not every result past the cut was called active; inactives centre near 0; reference of the scale not given here
# Rv3671c protease – Rv3671c serine protease inhibitors, primary screen, biochemical, fluorescence polarization, M. tuberculosis H37Rv | P9WHR9 | inhibition, % at 5.96 µM | 320,000 tested, 0.048% active; in the data active = inhibition above about 38%;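 note: extracellular domain of Rv3671c used as enzyme; 0% = enzyme with DMSO and 100% = no enzyme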
# * hit, by the source's call; i = inactive; . = no result given; & = joins results of further samples. These rows are one share of the data; count on the stated rates, not on these rows.
SMILES,3CLpro inhibitor,BioA inh,SSB-PriA inh,GDH-TPI counter,VHR inh abs,Mtb FBA inh,MazF activator,UGM FP inh,Vc quorum ag,Rv3671c protease
Cc1ccccc1S(=O)(=O)NC(=O)C1(C)CCN1C(=O)C/C=C/c1ccccc1 (configuration not stated),.,-0.4,.,0.4,.,2.7,.,.,i,.
Cc1c(NC(=O)C(C)OC(=O)c2cccc(S(=O)(=O)N(C)C)c2)c(=O)n(-c2ccccc2)n1C (configuration not stated),0.0,-0.5,-15.1,-11.3,-4.0,2.2,-12.2,-3.2,-0.1,-7.5
COc1ccc(NC(=O)Cn2nnc(C(=O)Nc3ccccc3C)c2N)cc1,8.0,.,-11.0,1.6,16.0,1.5,-4.4,-5.9,i,-10.3
Cc1ccc(C(=O)N2CCN(c3cccc(Cl)c3)CC2)cc1C,3.4,0.9,0.9,30.8*,12.1,3.0,-0.6,-1.9,-6.7,-3.8
O=c1[nH]c(SCc2ccccc2)nc2c1cnn2-c1ccc(F)cc1,-0.5,1.1,0.3,-1.4,7.4,0.8,0.4,-1.7,-0.1,-4.3
CCOC(=O)C1CCN(C(=O)c2cccc(S(=O)(=O)N(C)C3CCCCC3)c2)CC1,.,.,-6.8,12.6,.,1.1,-1.3,-3.9,-5.3,1.6
CCCOc1c(OC)cccc1C1CC(=O)Nc2cc3c(cc21)OCO3 (configuration not stated),5.5,0.9,5.9,0.8,-5.0,0.5,-4.1,1.8,-1.1,-4.0
O=C1C2=C(SCCS2)C(=O)N1CCCO,2.4,-1.6,-10.3,-2.4,13.6,-1.1,-80.8,1.9,-0.5,5.8
COC(=O)CS(=O)(=O)c1ccsc1C(=O)Nc1ccc(F)c(F)c1,-1.6,.,-5.6,2.8,11.1,2.1,2.8,-2.2,i,-37.3
COc1ccc(N=C2SC(CC(=O)Nc3ccccc3F)C(=O)N2Cc2ccco2)cc1 (configuration not stated),6.6,.,0.1,15.1,0.1,-1.2,-3.2,0.6,-0.3,-5.4
COc1ccc(-c2nc3c(c4nnc(SC(C)C(=O)Nc5ccc(C)cc5)n24)COC(C)(C)C3)cc1 (configuration not stated),3.8,-1.8,2.9,-0.7,10.2,-0.5,1.1,5.9,-0.6,6.3
COc1ccc(NC(=O)COC(=O)CC23CC4CC(CC(C4)C2)C3)c([N+](=O)[O-])c1,-1.4,.,65.6*,8.1,-2.7,-1.0,-8.9,1.5,-0.3,-6.0
O=C(NCCO)c1ccc2c3n(nc2c1)-c1ccccc1CO3,.,3.0,-4.1,6.8,22.5,22.1,-0.9,1.3,2.8,-8.3
COc1cccc(-c2cnc3c(NC=O)cc(-c4ccc(N(C)C)cc4)cn23)c1,.,-0.1,.,-3.6,.,1.2,.,.,i,.
Cc1ccc(C(=O)c2ccccc2C(=O)OCC(=O)N2CC(C)CC(C)C2)cc1 (configuration not stated),.,0.8,-1.1,-1.1,.,0.5,0.5,-2.1,-5.7,-3.0
O=C(CSc1n[nH]c(=O)[nH]c1=O)N/N=C/C=C/c1ccccc1,2.7,.,.,43.0*,19.4,-1.0,0.0,0.0,-0.1,0.9
CC1CN(C(=O)COc2ccc3ccccc3c2)CC(C)O1 (configuration not stated),.,-0.2,-7.7,-7.8,.,-1.0,3.3,0.8,-2.0,-4.0
CC12CCC(=O)C=C1CCC1C3CC(O)C(O)(C(=O)CO)C3(C)CC(O)C12F (configuration not stated),.,.,1.6,12.4,.,-2.5,2.4,.,.,.
N#CC1=C(N)NC(SCC(=O)Nc2ccccc2)=C(C#N)C12CCCCC2,1.5,9.8,9.1,12.0,-1.0,-3.5,-2.3,2.1,i,-5.7
Cc1cccc(-n2ccnc2SCC(=O)Nc2cc(C)on2)c1,3.6,-2.2,-13.7,-3.9,-1.5,-1.2,5.7,0.0,-4.5,-3.3
Cc1ccc(C(=O)COC(=O)c2cccc(NC(=O)c3ccc([N+](=O)[O-])cc3[N+](=O)[O-])c2)cc1,5.3,-1.4,-9.2,24.9,16.4,-1.4,11.4,-4.2,-0.3,-8.9
COc1ccc(NC(=O)CN(C)CC(=O)NCC2CCCCC2)cc1,.,0.2,-14.7,4.5,.,-3.7,0.2,.,-1.4,.
CCCc1cc(C(=O)Nc2cccc(-c3nn[nH]n3)c2)sc1C,.,1.7,.,3.5,.,-2.6,8.4,.,-1.3,.
COc1ccccc1/C=C/C(=O)c1cc(Br)ccc1OC(=O)c1ccco1,14.8*,24.7,12.1,-5.3,.,-4.4,-4.6,2.1,i,-12.2
Cc1ccc(OC(=O)c2cccc(C(=O)Oc3ccc(C)cn3)n2)nc1,-3.4,.,.,.,20.0,.,.,1.1,.,-6.5
O=C(Nc1ccc(F)cc1)N1CCN2C(=O)c3ccccc3C12c1ccccc1 (configuration not stated),0.2,0.3,10.5,2.6,-6.0,5.1,0.6,-2.2,-7.1,-10.4
CCOC(=O)C1(CCCc2ccccc2)CCN(C(=O)CCCn2cncn2)CC1,0.8,.,-2.9,-2.6,22.2,-6.2,-4.4,-1.8,i,0.8
COc1ccccc1C(C)NC(=O)CCNC(=O)c1ccc(Cl)cc1 (configuration not stated),.,0.4,-4.6,1.3,.,-1.0,2.3,-0.5,i,2.1
CC1(C)CC(=O)C2=C(C1)Nc1ccccc1N(C(=O)C1CC1)C2c1ccco1 (configuration not stated),-3.2,-0.7,-7.1,23.0,12.9,0.7,13.4,2.4,i,10.4
Cc1cc(C)c(NC(=O)CSc2nc3ccc(N4C(=O)c5ccccc5C4=O)cc3s2)c(C)c1,-2.3,1.1,-1.7,-6.0,3.3,-1.5,11.8,-2.0,-1.3,-6.5
C=C(C)CSc1[nH]c(=O)cc(C)c1C#N,-1.4,3.9,-22.3,-5.0,15.8,1.6,4.0,-1.7,i,2.1
Cc1nc(Cl)c(C(=O)NC(=O)NCc2ccccc2)c(C)c1Cl,-2.5,-17.9,-13.3,2.5,29.9,0.6,2.0,.,i,-16.3
COc1cccc(NC(=O)CSc2nc3c(sc4ccccc43)c(=O)n2CCCN2CCCC2)c1,-6.5,0.4,-11.4,8.7,-22.2,12.4,-42.6,0.5,-0.2,-8.1
CCn1c(=O)c(C(=O)NCc2ccccn2)c(O)c2ccccc21,-1.9,2.8,-6.5,16.4,29.2,4.1,-4.8,-1.8,i,-11.6
CC1=C(OC(=O)c2ccccc2)C(C)(C)C(c2ccccc2)OC1=O (configuration not stated),1.2,1.9,-9.2,-1.0,24.3,4.2,1.7,1.8,-0.7,5.0
CN(c1ccccc1)S(=O)(=O)c1ccc(C(=O)N2CCCC2)cc1,.,.,-11.4,-2.8,.,0.2,3.9,0.2,i,-6.4
CCOc1ccc(CC(=O)Nc2c(C(N)=O)oc3ccccc23)cc1OCC,1.0,-0.7,-3.1,-4.5,26.4,-0.4,-6.6,-0.2,2.9,2.3
CC1(CCO)C(=O)NC(=S)NC1=O,.,-0.5,-4.3,-4.3,.,-4.2,3.6,.,-7.1,.
CC(=O)c1sc2nc(CSc3nncn3C)[nH]c(=O)c2c1C,4.2,.,5.8,15.4,15.5,10.5,-17.6,2.2,-1.6,-5.5
COc1ccc(OC)c(Cc2nnc(CCC(=O)NC3CCCCC3)o2)c1,3.2,.,-7.4,14.2,13.4,-0.5,-5.8,3.8,-0.5,2.8
COc1ccc(NS(=O)(=O)c2ccc(N3CCN(CCO)CC3)c([N+](=O)[O-])c2)cc1,1.6,0.9,-8.7,-6.4,-0.2,-2.4,4.6,2.2,-3.6,0.3
CC(Sc1nc(-c2ccc(F)cc2)cs1)C(=O)N1c2ccccc2CC1C (configuration not stated),-3.6,.,-2.1,5.7,7.8,-0.4,-35.4,0.8,i,-2.1
CC(=O)c1ccc(NC(=S)NC2CCCC(C)C2C)cc1 (configuration not stated),1.1,.,6.2,-6.8,-14.4,1.7,7.2,0.4,-1.4,-3.5
COc1cccc(-c2cc(C(=O)NCc3ccco3)no2)c1,3.4,1.9,-14.1,-2.5,-10.2,2.8,-2.6,1.6,-0.2,0.7
O=C(CO)N/N=C/c1c2ccccc2cc2ccccc12,1.3,.,.,11.0,21.2,0.2,9.3,-0.2,-0.7,3.4

# In the list so far, 3 have a nitro group on carbon.
SMILES,3CLpro inhibitor,BioA inh,SSB-PriA inh,GDH-TPI counter,VHR inh abs,Mtb FBA inh,MazF activator,UGM FP inh,Vc quorum ag,Rv3671c protease
COc1ccc(NC(=O)COC(=O)CC23CC4CC(CC(C4)C2)C3)c([N+](=O)[O-])c1,-1.4,.,65.6*,8.1,-2.7,-1.0,-8.9,1.5,-0.3,-6.0
Cc1ccc(C(=O)COC(=O)c2cccc(NC(=O)c3ccc([N+](=O)[O-])cc3[N+](=O)[O-])c2)cc1,5.3,-1.4,-9.2,24.9,16.4,-1.4,11.4,-4.2,-0.3,-8.9
COc1ccc(NS(=O)(=O)c2ccc(N3CCN(CCO)CC3)c([N+](=O)[O-])c2)cc1,1.6,0.9,-8.7,-6.4,-0.2,-2.4,4.6,2.2,-3.6,0.3

# Back to the main list, repeating the 2 entries before the break.
SMILES,3CLpro inhibitor,BioA inh,SSB-PriA inh,GDH-TPI counter,VHR inh abs,Mtb FBA inh,MazF activator,UGM FP inh,Vc quorum ag,Rv3671c protease
COc1cccc(-c2cc(C(=O)NCc3ccco3)no2)c1,3.4,1.9,-14.1,-2.5,-10.2,2.8,-2.6,1.6,-0.2,0.7
O=C(CO)N/N=C/c1c2ccccc2cc2ccccc12,1.3,.,.,11.0,21.2,0.2,9.3,-0.2,-0.7,3.4
COc1cc(C(=O)N2CCC(n3c(C)nc4cc(F)ccc43)CC2)cc(OC)c1OC,-1.3,-0.1,-3.1,11.3,8.7,-0.1,14.2,1.6,-27.8,9.1
COc1cc2c(cc1OC)CN(C(=O)CSc1nnc3scc(-c4ccccc4)n13)CC2,-3.1,3.0,-9.0&0.1,13.9,7.6,11.0,2.8,1.5,i,1.9
Cc1c(NC(=O)c2ccc([N+](=O)[O-])o2)cccc1-c1nc2ncccc2o1,2.0,-1.2,-6.2,14.1,8.5,-1.4,5.1,3.6,-0.5,-2.4
CC(C)COc1ccc(-c2nn(-c3ccccc3)cc2C(=O)Nc2nccs2)cc1,2.4,-0.5,12.0,0.0,2.0,0.7,-1.0,-0.5,1.2,-79.9
CCN(Cc1ccccc1)C(=O)c1ccc(NC(=O)c2ccc(OC)cc2)cc1,-1.9,4.8,-6.5,0.0,27.2,-2.3,-5.6,0.9,i,-6.8
COc1cccc(NC(=O)C2(C)CCN2C(=O)CC2CC2)c1 (configuration not stated),.,-2.0,.,1.8,.,5.1,.,.,i,.
O=C(Nc1cccc(C(F)(F)F)c1)c1cccnc1N1CCCC1,-2.3,1.5,-19.7,8.8,2.3,1.8,6.2,-2.6,-0.5,-0.5
COc1ccc2[nH]c(=O)c(CN(Cc3cccs3)S(=O)(=O)c3c(C)ccc4nsnc34)cc2c1,3.0,25.2,-7.2,0.0,6.4,4.2,-8.3,0.3,-2.9,-0.9
NC(=O)CC(NC(=O)Cc1cccc2ccccc12)c1ccc(NC2CCCC2)c([N+](=O)[O-])c1 (configuration not stated),.,-1.0,-9.5,11.7,.,-0.3,5.3,.,-0.5,.
O=S(=O)(c1cccs1)N1CN(CC2CCCO2)c2nc3ccccc3nc21 (configuration not stated),-4.8,-2.2,0.9,21.2,22.2,51.3*,2.4,-3.6,-0.5,-1.7
COc1ccc(-n2c(COc3ccccc3)nnc2SCc2ccc(C#N)cc2)cc1,-1.2,3.4,-1.0,-8.3,2.4,-0.1,-1.6,1.2,12.5,-3.7
